Compound activity as filed in PubChem BioAssay.
EBI2 antag: EBI2 receptor antagonists, beta-arrestin recruitment, primary screen, cell-based, luminescence, 7a,25-OHC stimulation, uHTS. inhibition, % at 5 µM. 7a,25-OHC stimulated. AID 651636, 2012. 0.81% of 360,000 active; in the data active = inhibition above about 38%;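 also: enzyme fragment complementation signal reports receptor beta-arrestin coupling in cells; 0% = agonist plus DMSO wells and 100% = wells without agonist; some results beyond the cut were filed as inactive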
Target sequence (P32249 whole entry, looked up, the tested form may be a part): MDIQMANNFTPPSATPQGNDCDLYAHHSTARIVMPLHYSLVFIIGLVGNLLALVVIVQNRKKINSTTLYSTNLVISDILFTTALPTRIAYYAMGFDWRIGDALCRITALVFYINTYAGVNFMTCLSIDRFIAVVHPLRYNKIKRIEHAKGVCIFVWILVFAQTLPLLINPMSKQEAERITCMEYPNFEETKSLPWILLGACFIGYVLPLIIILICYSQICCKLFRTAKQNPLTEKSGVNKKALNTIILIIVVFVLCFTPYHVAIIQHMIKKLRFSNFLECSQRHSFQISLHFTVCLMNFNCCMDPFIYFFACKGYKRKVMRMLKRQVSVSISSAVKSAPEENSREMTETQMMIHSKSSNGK
Gli-Sufu antag: Gli-Sufu pathway antagonists, primary screen, luciferase luminescence, Sufu-KO-LIGHT cells, uHTS; inhibition, % at 5 µM; Sufu-KO-LIGHT fibroblasts, Gli luciferase reporter luminescence; 0.74% of 340,000 active;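 active = inhibition above about 55%, limit read from the data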;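 also: 0% = DMSO-treated cells and 100% = wells with medium but no cells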
CCR6 antagonist: CCR6 receptor antagonists, primary screen, cell-based, CHO-K1, luminescence, beta-arrestin, uHTS; C-C chemokine receptor type 6 (Homo sapiens), P51684; CHO-K1 CCR6 PathHunter beta-arrestin, CCL20-stimulated; inhibition, % at 20 µM; 0.49% of 340,000 active; AID 493098, 2011;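 active = compounds whose inhibition of the agonist-driven luminescence signal at 20 µM reaches about 50%, limit read from the data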;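 also: cells stimulated with CCL20 at 14 nM final; plate controls were DMSO with CCL20 for no effect and DMSO without agonist for full effect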
Target sequence (P51684 whole entry, looked up): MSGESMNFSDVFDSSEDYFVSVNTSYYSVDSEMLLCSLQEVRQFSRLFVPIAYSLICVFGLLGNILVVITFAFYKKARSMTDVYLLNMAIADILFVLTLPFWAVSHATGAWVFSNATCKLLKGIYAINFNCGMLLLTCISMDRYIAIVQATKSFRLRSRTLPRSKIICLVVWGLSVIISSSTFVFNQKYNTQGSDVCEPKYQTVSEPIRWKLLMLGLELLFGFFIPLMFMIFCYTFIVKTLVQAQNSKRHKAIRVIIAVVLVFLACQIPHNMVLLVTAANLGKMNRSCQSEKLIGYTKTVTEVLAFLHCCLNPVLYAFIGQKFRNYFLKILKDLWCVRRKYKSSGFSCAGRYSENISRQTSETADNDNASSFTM
The depositor's hits bear a star; / = no result given; & = joins results of further samples; ! = a repeat was not active. The list is partial; count on the stated rates, not on these rows.

Results follow in this order: EBI2 antag, Gli-Sufu antag, CCR6 antagonist
CN(C)CCN(CC1CCCN(Cc2ccccc2F)C1)C(=O)Cc1ccccc1F (stereo unspecified)
 : -1, /, 1
CCCC1(CC(C)C)C(=O)NC(=S)NC1=O
 : -8, -12, 5
CC12C=CC(=O)C=C1CCC1C2C(=O)CC2(C)C(=O)CCC12 (stereo unspecified)
 : -3, 8, 1
COc1cc2oc(=O)c(CC(=O)N3C[C@H]4C[C@@H](C3)c3cccc(=O)n3C4)c(C)c2cc1Cl
 : 0, -1, -8
CC1(C)CN=C(NCc2ccccc2)S1
 : -3, -14, 5
O=C1NC(=S)SC1=Cc1ccc(N(CCCl)CCCl)cc1
 : 2, 8, 45
CC1C(c2ccccc2)OCCN1C (stereo unspecified)
 : -7, -8, 5
NC(=O)c1c(NC(=O)c2ccc(S(=O)(=O)N(CCCl)CCCl)cc2)sc2c1CCCCC2
 : -9, 0, 14
O=P(N1CC1)(N1CC1)N1CCc2ccccc21
 : -9, 6, 2
Cc1cc(N(CCCl)CCCl)ccc1C=NNC(=O)c1cccnc1
 : 17, -14, 9
c1ccc(C(c2ccccc2)c2ccncc2)cc1
 : -2, 31, 7
CCS(=O)(=O)CCSP(=O)(OC)OC
 : -1, 6, 6
O=[N+]([O-])c1[nH]cnc1Br
 : 4, -11, 6
O=C1NC(=O)C(CCOc2ccccc2)(CCc2ccccc2)C(=O)N1
 : -6, -2, -6
CN1C2CCC1/C(=C/c1ccccn1)C(=O)/C2=C\c1ccccn1
 : 30, 48, 49
Cc1ccc(N2C(=O)NC(=O)/C(=C\C=C\c3ccco3)C2=O)cc1C
 : 22, 9, 48
COC1=CC(=O)OC(CCc2ccc3c(c2)OCO3)C1 (stereo unspecified)
 : 3, -12, 2
CCN(CC)c1ccc(/C=N/c2sc3c(c2C#N)C2CCN3CC2)c(O)c1
 : 10, -14, 38
COc1ccc(C(=O)O)cc1OC
 : -1, -3, -4
S=P(N1CCOCC1)(N1CC1)N1CC1
 : 10, 8, 11

New compounds follow.
Results follow in this order: EBI2 antag, Gli-Sufu antag, CCR6 antagonist
CN(C)c1ccc(/C=C/C=C2/C(=O)NC(=O)N(c3ccccc3)C2=O)cc1
 : 27, -18, 66*
O=C1NC(=S)NC(=O)C1=Cc1cccn1-c1ccc(O)cc1
 : -8, 0, 23
CC1CCCCC12C(=O)NC(=O)NC2=O (stereo unspecified)
 : 13, -16, 6
O=C1CC23c4ccccc4N4C(=O)CC5OCC=C6CN1C2CC6C5C43 (stereo unspecified)
 : -9, -19, 2
Cc1cccc(-n2c(O)c(C)c(=O)[nH]c2=S)c1
 : -14, -4, 8
CCCCC1(CCC)C(=O)NC(=S)NC1=O
 : 6, 4, 9
CC1=CC(O)C(O)C2(C)C1CC1OC(=O)C(O)C3C(C)C(O)C4(O)OCC13C42 (stereo unspecified)
 : 1, 17, 8
COc1cc(C2c3cc(O)c(OC)cc3CC3C(=O)OCC32)ccc1O (stereo unspecified)
 : -6, 7, 3
Cc1ccc(CN2CCC3CCC(C3)C2)c(O)c1 (stereo unspecified)
 : 5, 16, 3
COc1ccc(OC)c(NP(=O)(Oc2ccccc2)Oc2ccccc2)c1
 : 7, 33, 28
Cc1nnc2ccc(N3CCN(C)CC3)nn12
 : 8, -6, 8
O=[N+]([O-])c1c(Cl)c(Cl)c(Cl)c(Cl)c1Cl
 : -19, 6, -11
CNC(=O)Oc1cccc(-c2cn3cc(OC(=O)NC)ccc3n2)c1
 : -3, -38, 0
CNC(=O)CSP(=S)(OC)OC
 : -6, 22, -10
COCC(=O)N1Cc2ccccc2-n2nncc2C1
 : -7, -6, -11
CC(NC(=O)N1CC1(C)C)c1ccccc1 (stereo unspecified)
 : -9, 4, 15
C=CC1CN2CCC1CC2C(O)c1ccnc2ccccc12 (stereo unspecified)
 : -7, 1, 4
OCC1CN1C1CCCCC1 (stereo unspecified)
 : -14, 2, -4
CCC1CN1P(=S)(N1CC1CC)N1CC1CC (stereo unspecified)
 : 3, 6, 15
O=C1NC2C(O)C(O)C(O)C(O)C2c2cc3c(c(O)c21)OCO3 (stereo unspecified)
 : 5, 72*, 6

Single records (already shown). Order of values: EBI2 antag | Gli-Sufu antag | CCR6 antagonist
`CC1CCCCC12C(=O)NC(=O)NC2=O` (stereo unspecified) across the screens: 13 | -16 | 6
`CNC(=O)Oc1cccc(-c2cn3cc(OC(=O)NC)ccc3n2)c1` across the screens: -3 | -38 | 0

Going on with the list.
Results follow in this order: EBI2 antag, Gli-Sufu antag, CCR6 antagonist
c1ccc2c(c1)[IH]c1ccccc1-2
 : -23, 86*, -9
CCCCCCCCCCOC(=O)CCN1CC1
 : 2, -4, 2
CC1CN1P(=S)(c1ccccc1)N1CC1C (stereo unspecified)
 : -8, 1, -1
CCCCC1(CC)COP(=O)(OCC(Cl)(Cl)Cl)OC1 (stereo unspecified)
 : 3, 3, 2
CC(=O)OC1CCC2(C)C(CCC3C2CC(=O)C2(C)C3CC(N3CC3)C2C(C)=O)C1 (stereo unspecified)
 : -4, 1, -2
CCOC(=O)[C@]12Cc3cc(N(C)C)ccc3[C@H]1N(Cc1ccccc1)C(=O)c1ccccc12
 : 5, 4, 6
CN(C)CC1Oc2ccccc2OC1(O)c1ccccc1 (stereo unspecified)
 : -6, -4, 37
COC1C(O)C(C)OC(OC2C(Oc3cccc4c(O)c5c(=O)oc6ccc(C)c7c(=O)oc(c34)c5c67)OC(C)C(O)C2O)C1O (stereo unspecified)
 : -21, 4, 6
CN(C)Cc1c[nH]c2cc([N+](=O)[O-])ccc12
 : -9, 13, 7
CC(Cc1ccccc1)N(C)CC1C(=O)C2CCC1C2 (stereo unspecified)
 : 2, -8, 6
COc1ccc(CN(CCc2c[nH]c3ccccc23)Cc2ccc(OC)cc2)cc1
 : 1, -29, 22
Cc1cc(-c2ccc(N)c(C)c2)ccc1N
 : 1, 18, 4
C[C@]12CCC3C(CC[C@H]4C[C@H](O)CC[C@]34C)C1C[C@@H](O)[C@H]2O (stereo partly specified)
 : -5, -12, 8
C=Cc1cc(OC)c2c(c1)c(=O)oc1c2cc(OC)c2c(O)ccc(C3OC(C)C(O)C(C)(O)C3O)c21 (stereo unspecified)
 : -16, 2, 2
CC(C)CN(CC(C)C)C(=O)C1C2c3ccccc3C(c3ccccc32)C1C(=O)O (stereo unspecified)
 : 5, -6, 15
O=C1NC(=O)N(c2ccc(F)cc2)C(=O)/C1=C/c1ccc2c(c1)CCCN2Cc1ccccc1
 : -8, -1, -16
COC(=O)C12OCC34C(CC5C(C)=C(O)C(=O)CC5(C)C3C(O)C1O)OC(=O)C(OC(=O)/C=C(\C)C(C)C)C24 (stereo unspecified)
 : 9, 88*, 4
CC1OC(OC2C(O)CC(OC3C(O)CC(OC4CCC5(C)C(CCC6C5CCC5(C)C(C7=CC(=O)OC7)C(O)CC65O)C4)OC3C)OC2C)CC(O)C1O (stereo unspecified)
 : -19, 6, -11
COc1ccc(-n2c(/C=C/c3cccc(F)c3)nc3ccccc3c2=O)c(OC)c1
 : -9, 9, 1
Nc1ccc(-c2ccc(N)cc2)cc1
 : 0, -15, -1

Carrying on.
Results follow in this order: EBI2 antag, Gli-Sufu antag, CCR6 antagonist
CN1CCN(c2cccc3c2C(=O)c2ccccc2C3=O)CC1
 : 11, 16, 4
CN1CCC2(CC1)c1ccccc1-c1ccccc12
 : 7, 8, -3
COc1ccc(NC2Oc3cc4c(cc3C(c3cc(OC)c(OC)c(OC)c3)C2C)OCO4)cc1 (stereo unspecified)
 : -7, 44, 0
CC(C)CCC1(CCO)C(=O)NC(=S)NC1=O
 : -5, 1, 2
COc1ccc(CN2Cc3cnnn3-c3ccccc3C2C#N)cc1 (stereo unspecified)
 : -35, -6, 9
CC(=O)OC1CCC2(C)C3CCC4(C)C(OC(C)=O)CCC4C3C(C)C2(O)C1 (stereo unspecified)
 : -6, 7, 5
O=C1NC(=O)C2C1C1(Cl)C(Cl)=C(Cl)C2(Cl)C1(Cl)Cl (stereo unspecified)
 : 2, -4, -5
Cc1cc(N(CCCl)CCCl)ccc1C=NNC(=O)Cc1cc(=O)oc2cc(O)ccc12
 : 6, 20, 28
CCC(C)(O)C(=O)OC1C(=O)OC2CC3C(C)=CC(=O)C(O)C3(C)C3C4(O)OCC23C1C(C)C4O (stereo unspecified)
 : -1, 82*, 3
CC=C(CC)C1(CCC)C(=O)NC(=S)NC1=O
 : -19, -8, -10
Cn1cccc1/C=C1\C(=O)NC(=O)N(Cc2ccccc2Cl)C1=O
 : -21, 17, 7
O=[N+]([O-])c1ccc2c(c1)Cc1cc(O)ccc1-2
 : -1, 0, 12
CC1=C(N2CC2)C(=O)C(CO)=C(N2CC2)C1=O
 : -2, 28, 17
Cc1c(P(=S)(c2ccccc2)c2ccccc2)[n+]2ccccc2n1C
 : -11&-13, 12, 4
COc1cc(C(=O)O)cc(OC)c1OC
 : -2, 4, -16
CC(CC(C#N)(c1ccccc1)c1ccccc1)N1CCOCC1 (stereo unspecified)
 : 18, 6, 17
CS(=O)(=O)CCN1CC2CCCC(C2)C1
 : 0, 5, 8
CC(=O)OC1CC(OC2C(O)CC(OC3C(O)CC(OC4CCC5(C)C(CCC6C5CCC5(C)C(C7=CC(=O)OC7)CCC65O)C4)OC3C)OC2C)OC(C)C1OC1OC(CO)C(O)C(O)C1O (stereo unspecified)
 : -4, -5, -8
COP(=S)(OC)Oc1ccc(SC)c(C)c1
 : -6, -10, 18
CCC1(C)OC(c2ccccc2)=C/C(=C/C=C2C(=O)NC(=O)NC2=O)O1 (stereo unspecified)
 : 17, 1, 33

Of the compounds above, 6 have four or more nitrogen atoms:
Results follow in this order: EBI2 antag, Gli-Sufu antag, CCR6 antagonist
Cc1cc(N(CCCl)CCCl)ccc1C=NNC(=O)c1cccnc1
 : 17, -14, 9
CCN(CC)c1ccc(/C=N/c2sc3c(c2C#N)C2CCN3CC2)c(O)c1
 : 10, -14, 38
Cc1nnc2ccc(N3CCN(C)CC3)nn12
 : 8, -6, 8
CNC(=O)Oc1cccc(-c2cn3cc(OC(=O)NC)ccc3n2)c1
 : -3, -38, 0
COCC(=O)N1Cc2ccccc2-n2nncc2C1
 : -7, -6, -11
COc1ccc(CN2Cc3cnnn3-c3ccccc3C2C#N)cc1 (stereo unspecified)
 : -35, -6, 9

(listing goes on)
Results follow in this order: EBI2 antag, Gli-Sufu antag, CCR6 antagonist
CN(C)c1ccc(/C=C/c2cc[n+](C)c3ccccc23)cc1
 : 4&3, 87*, 54*!
CC(CCN1CC1)=NNC(=O)Nc1cccc2ccccc12
 : -5, 1, 0
Cc1ccc(N)cc1Cl
 : 6, -4, 2
CCC(=O)Nc1ccc(Cl)c(Cl)c1
 : 1, 7, 6
CC(C)(C)C(=O)N1Cc2cnnn2-c2ccccc2C1C#N (stereo unspecified)
 : -10, -27, -9
CC(=O)O/C(=C1\CC2C3CC=C4CC(OC(C)=O)CCC4(C)C3CCC2(C)C1=O)C(F)(F)F (stereo unspecified)
 : 6, 0, 83*
c1ccc(CNC2CCCCCCC2)cc1 (tested in a mixture with another compound)
 : -6, -13, 3
CNC(=O)Oc1cccc2c1OC(C)(C)O2
 : -8, 2, 7
COC(=O)C1=C(C(=O)OC)SC2(S1)C(C(=O)OC)=C(C(=O)OC)Sc1c2ssc1=O
 : -12, 23, 86*
CN1CCN(c2ccc([N+](=O)[O-])c3no[n+]([O-])c23)CC1
 : -6, 65*, 10
O=[N+]([O-])c1ccc(OP(=O)(O)Oc2ccc([N+](=O)[O-])cc2)cc1
 : 3, 9, 12
CC(CC(C)(C)N1CC1)=NNC(=O)Nc1cccc2ccccc12
 : -1, 9, 11
CN=C1CN(O)C(c2ccccc2)c2cc(Cl)ccc2N1 (stereo unspecified)
 : -5, 10, 9
CC1=CC2OC3CC4OC(=O)C=CC=CC(=O)OCCC(C)C(O)C(=O)OCC2(CC1)C4(C)C31CO1 (stereo unspecified)
 : -30, 92*, -7
Cn1c(=O)oc(=O)c2ccccc21
 : -7, 8, 1
O=C(COc1ccc(Br)cc1)N1CCN(Cc2ccncc2)CC1
 : 68*, 7, 11
CN(C)c1ccc(C=C2C(=O)NC(=S)NC2=O)cc1
 : 5, 6, 18
C[C@]12CCC3C(CC[C@@H]4C[C@@H](O)CC[C@]34C)C1CC[C@@H]2O (stereo partly specified)
 : 19, 8, 14
O=C(NP(=O)(N1CC1)N1CC1)c1cc(I)ccc1I
 : 0, 19, 9
Cc1ccc(N)cc1C
 : 7, 12, 7

Other results
Results follow in this order: EBI2 antag, Gli-Sufu antag, CCR6 antagonist
Cc1[nH]nc2ccc(-c3cncc(OC[C@@H](N)Cc4c[nH]c5ccccc45)c3)cc12
 : 0, 93*, 11
CC1([N+](=O)[O-])COP(=O)(Nc2cccc(Br)c2)OC1 (stereo unspecified)
 : -8, -48, 3
CC1CN(c2ccccn2)C(C)CN1C(=O)C(O)(c1ccccc1)c1ccccc1 (stereo unspecified)
 : -4, -16, 7
CCC(C)C1NC(=O)C(NC(=O)C(CC(C)C)N(C)C(=O)C2CCCN2C(=O)C(C)O)C(C)OC(=O)C(Cc2ccc(OC)cc2)N(C)C(=O)C2CCCN2C(=O)C(CC(C)C)NC(=O)[C@H](C)C(=O)[C@H](C(C)C)OC(=O)CC1O (stereo partly specified)
 : 17, 90*, 17
CC(C)C(NC(=O)C(C(C)C)N(C)C)C(=O)N(C)C(C(=O)N1CCCC1C(=O)N1CCCC1C(=O)NCc1ccccc1)C(C)C (stereo unspecified)
 : -28, 51, 4
N=c1sccn1Cc1ccccc1F
 : 1, 0, 6
